Mot1-301 SUMO – inhibitors of SUMOylation pathway: yeast Mot1-301 growth rescue. hit rate 1% among 320,000. growth rescue, % at 18.8 µM. S. cerevisiae Mot1-301 growth rescue, ATP luminescence, 38.5C; percent above DMSO median, 100 means doubled;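 active = every valid replicate shows activation above 250% relative to neutral control wells; inactive = the rest, any valid replicate at or below 250%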;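 also: OY570 slx delta 5 strain wells were the positive control but not used for scaling; some compounds called inactive have numbers as strong as hits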
Cardiac RTF inh – cardiac RTF calcium desensitization; IANBD-labeled cardiac RTF, Ca2+ fluorescence; inhibition, % at 7.15 µM; hit rate 0.12% among 340,000; P19429+P45379;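 active = inhibition above the mean inhibition of all tested compounds plus 3 SD, cut at about 17% in these data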;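 also: assay run at fixed EC70 calcium of 1.6 mM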
NSD2 inh – inhibitors of human histone methyltransferase NSD2; O96028; NSD2 peptide methylation, AlphaScreen, 120 min; inhibition, % at 12.5 µM; hit rate 0.54% among 310,000; AID 743445; in the data active = inhibition above about 50%
CDK5 inh – blocks human CDK5/p35 kinase activity | Q00535+Q15078 | Recombinant CDK5/p35, ADP-Glo luminescence, 60 min | inhibition, % at 10 µM | hit rate 0.01% among 330,000 | AID 488839;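 active = highest replicate inhibition of at least 50% and at least 75% of replicates reaching 50%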;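 also: plate controls were DMSO neutral control for no effect and GW8510 at 10 µM for full effect; many of its hits are not listed in these tables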
C-LANA FP – blocks KSHV LANA C-terminal domain binding to DNA; MBP-C-LANA/FAM-LBS DNA binding, fluorescence polarization; inhibition, % at 9 µM; hit rate 0.078% among 340,000; AID 504423;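 active = highest replicate inhibition at or above 60% at 9 µM, even if other replicates fall short; inactive = all replicates below 60% inhibition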;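 also: 0% = neutral control wells and 100% = 4 µM acridine orange control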
Rtt109 Vps75 – C. albicans Rtt109 histone acetyltransferase inhibition; Q5AAJ8; purified Rtt109/Vps75, ThioGlo CoA-SH fluorescence, 4 h; inhibition, % at 34.9 µM; hit rate 0.16% among 330,000; AID 540336;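 active = inhibition of at least 50% in every replicate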
Target sequence (Q5AAJ8 whole entry, looked up): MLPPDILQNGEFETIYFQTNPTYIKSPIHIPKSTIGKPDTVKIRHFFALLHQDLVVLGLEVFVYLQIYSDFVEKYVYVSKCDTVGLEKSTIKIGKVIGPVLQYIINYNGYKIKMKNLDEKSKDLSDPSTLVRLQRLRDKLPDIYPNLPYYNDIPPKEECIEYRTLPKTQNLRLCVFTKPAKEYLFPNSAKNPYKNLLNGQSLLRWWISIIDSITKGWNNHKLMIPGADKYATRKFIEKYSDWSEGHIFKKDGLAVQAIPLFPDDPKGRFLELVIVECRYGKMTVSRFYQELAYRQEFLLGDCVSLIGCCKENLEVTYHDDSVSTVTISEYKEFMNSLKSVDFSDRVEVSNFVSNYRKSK
Keap1-Nrf2 PPI – Keap1-Nrf2 (human) interaction inhibition; Q14145; Keap1 Kelch-Nrf2 peptide fluorescence polarization, 1536-well; inhibition, % at 9.4 µM; hit rate 0.15% among 340,000; in the data active = inhibition above about 12%;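 also: human Keap1 Kelch domain with fluorescein labeled Nrf2 9mer peptide probe; 0% = neutral control wells and 100% = peptide positive control; higher means more block of Keap1 binding to Nrf2 peptide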
Target sequence (Q14145 whole entry, looked up, the tested form may be a part): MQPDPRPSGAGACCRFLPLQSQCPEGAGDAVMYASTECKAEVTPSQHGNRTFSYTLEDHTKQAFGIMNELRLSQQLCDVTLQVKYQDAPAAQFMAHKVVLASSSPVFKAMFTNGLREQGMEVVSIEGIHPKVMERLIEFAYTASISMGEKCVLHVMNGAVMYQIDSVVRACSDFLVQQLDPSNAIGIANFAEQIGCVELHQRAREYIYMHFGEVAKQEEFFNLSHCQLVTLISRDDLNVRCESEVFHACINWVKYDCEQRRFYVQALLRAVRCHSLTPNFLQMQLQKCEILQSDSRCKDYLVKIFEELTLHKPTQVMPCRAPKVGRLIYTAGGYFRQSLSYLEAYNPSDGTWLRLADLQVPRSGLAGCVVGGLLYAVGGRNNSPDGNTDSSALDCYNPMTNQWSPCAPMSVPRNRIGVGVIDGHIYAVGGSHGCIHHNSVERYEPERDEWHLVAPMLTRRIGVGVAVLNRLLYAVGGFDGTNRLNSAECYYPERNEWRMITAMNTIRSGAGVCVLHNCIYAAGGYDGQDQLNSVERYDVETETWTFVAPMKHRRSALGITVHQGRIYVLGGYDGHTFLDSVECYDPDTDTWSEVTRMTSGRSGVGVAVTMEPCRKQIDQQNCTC
RTF Ca sens act – cardiac RTF calcium sensitization. P19429+P45379. IANBD-labeled TnC RTF fluorescence at EC20 calcium; 0% EC20 calcium, 100% full calcium. activation, % at 7.2 µM. hit rate 0.24% among 340,000. AID 493008;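 active = activation above the mean over all tested compounds plus 3 SD, cut at about 30% in these data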;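 also: rise in fluorescence read as greater calcium sensitivity of cardiac thin filaments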
PvdQ inh – blocks Pseudomonas aeruginosa PvdQ acylase activity | hit rate 0.063% among 340,000 | purified PvdQ acylase, fluorescence plate reader | inhibition, % at 10 µM; in the data active = inhibition above about 30%, passing the limit was not always enough;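 also: 0% = vehicle neutral wells and 100% = reference inhibitor wells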
dFosB act – enhances mouse delta FosB homodimer DNA binding | purified delta FosB, TAMRA-CDK5 oligo fluorescence polarization; percent of positive-control signal above neutral wells | hit rate 0.99% among 340,000 | activation, % at 25 µM | P13346;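 active = mean activation above about 17%, with every replicate also reaching it, limit read from the data, passing the limit was not always enough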;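 also: fluorescence polarization rise as delta FosB binds a TAMRA Cdk5 AP-1 oligo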
PfHsp90 yeast 2 – growth inhibition of yeast expressing Plasmodium Hsp90; S. cerevisiae expressing PfHsp90, BacTiter-Glo ATP, 48 h; yeast lacking PDR1 and PDR3 efflux regulators; inhibition, % at 9.4 µM; hit rate 0.32% among 310,000;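 active = every replicate shows inhibition above about 80%, whatever the replicate mean, limit read from the data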;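 also: 0% = DMSO neutral controls and 100% = 20 µM radicicol positive controls; yeast relying on Plasmodium falciparum Hsp90 in place of its own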
Active calls of the source: *; nt = not tested or not shown.

SMILES	Mot1-301 SUMO	Cardiac RTF inh	NSD2 inh	CDK5 inh	C-LANA FP	Rtt109 Vps75	Keap1-Nrf2 PPI	RTF Ca sens act	PvdQ inh	dFosB act	PfHsp90 yeast 2
CCc1nc(SCc2ccc(C(=O)OC)o2)c2c(=O)n(C)c(=O)n(C)c2n1	-6.0	-3.3	nt	0.3	2.2	-1.2	-5.1	0.8	-7.7	-7.8	-21.7
Cc1cc2c(cc1S(=O)(=O)N1CCN(c3ccc(Cl)cc3)CC1)OCCN2C	-3.0	2.5	nt	-0.2	-2.1	-5.3	-2.1	-0.5	0.8	-7.2	-35.0
Cc1c(C(=O)OCC(=O)N2CCCC2)cccc1[N+](=O)[O-]	-3.1	1.6	-1.0	0.9	-1.0	-1.1	-2.3	-6.9	-7.2	3.9	-38.4
Cc1cc(C)n2c(SCc3ccccc3Cl)nnc2n1	122.0	0.3	-3.3	0.0	-0.5	-1.6	-0.3	3.0	-2.7	-14.8	-8.5
COCC(=O)OCC(=O)c1cc(C)n(-c2ccc(Br)cc2)c1C	8.1	-0.9	-0.5	0.7	0.9	5.4	-3.2	4.3	-15.2	7.4	-14.6
CCc1ccccc1NC(=S)N1N=CCC1c1ccccc1 (centres undefined)	-2.7	-3.5	-3.2	-0.6	0.5	-5.8	0.6	0.5	-14.8	-5.8	-6.4
C=CCSc1ncccc1C(=O)NCc1ccc(C)cc1	-10.2	-0.7	-2.0	-2.1	-1.7	5.3	-2.8	-7.5	-17.2	-5.5	-17.0
CN1CCN(CC(=O)N2N=C(c3cccs3)CC2c2ccco2)CC1 (centres undefined)	-12.0	-1.3	1.9	1.1	-0.6	-6.0	-2.5	3.8	-10.4	4.5	0.4
CCn1nnc2cc(C(=O)N3CCC(C(=O)OC)CC3)ccc21	-6.3	-5.8	-10.5	-0.8	2.5	0.9	-1.9	0.9	-3.8	-0.5	-7.1
CCN(CC)C(=O)c1sc(N2C(=O)Nc3ccccc3N2O)c(C(=O)OC)c1C	19.2	6.2	-0.6	0.5	0.0	nt	-2.2	0.6	3.6	-0.7	0.9
Cc1ccc(Nc2nc(NCC3CCCO3)nc(N)c2[N+](=O)[O-])cc1C (centres undefined)	-18.5	-15.2	-0.4	nt	-0.9	-4.4	3.1	-5.1	-7.7	9.0	-32.2
C/C(Cl)=C\Cn1c(O)c(N=NC(N)=S)c2cc(Br)ccc21	nt	3.1	2.2	-1.5	0.1	1.4	2.3	0.7	-5.8	-11.0	-127.4
CC(NC(=O)C1CC2CCCC(C1)C2=O)c1ccccc1 (centres undefined)	-12.9	-5.3	30.0	-0.6	0.7	5.3	-0.8	1.2	-10.4	-4.7	-10.5
COc1cccc(C(C)NC(=O)C2CCCC2)c1 (centres undefined)	310.0	-4.7	-0.5	1.2	1.7	2.9	1.3	-7.0	12.2	-11.0	2.8
COc1cc(CN2CCNC(=O)C2CC(=O)N2CCc3ccccc3C2)cc(OC)c1 (centres undefined)	-7.3	-20.6	-0.7	-2.5	2.7	1.7	-3.5	-5.8	-10.1	-5.4	13.1
O=C(NCC1(N2CCCCC2)CCCCC1)c1cccc(NS(=O)(=O)c2ccccc2)c1	-14.4	-14.6	1.3	-3.2	2.1	-2.1	-4.4	2.0	-8.3	-5.7	-9.7
O=C(NCc1ccc(Cl)cc1)c1cc2ccccn2n1	-3.6	-4.4	nt	-2.5	-0.4	3.6	-1.0	6.8	-18.1	-4.4	7.6
Cc1occc1-c1nnc(SCC(=O)NCCc2ccccc2)n1Cc1ccccc1	415.9	-4.3	4.6	-1.8	-1.1	13.1	-6.0	-5.3	-6.9	-6.3	-15.5
OCCC1CN(Cc2ccc3c(c2)CCO3)CCN1Cc1ccc(F)cc1 (centres undefined)	-4.3	6.2	1.9	1.2	1.0	5.1	-2.2	-5.4	-0.9	-3.0	-2.1
O=C(NCCCN1CCCCCC1)c1ccc(CS(=O)(=O)Cc2ccccc2F)o1	nt	-0.2	nt	8.8	-4.6	-1.2	-2.8	-1.9	-1.4	7.0	-1.8
O=C(NCC1CC1)c1ccc(Oc2cc(Cl)cc(Cl)c2)o1	27.6	10.4	0.5	-0.2	-0.4	14.8	-2.6	8.4	-12.1	-2.1	-24.1
CCC(=O)Nc1ccc(S(=O)(=O)NCc2ccco2)cc1	659.5*	-8.8	4.5	-1.1	1.7	-2.9	-3.1	4.1	-20.0	-6.9	-15.7
Cc1ccc(S(=O)(=O)N2CCCC2CNC(=O)C(=O)NCc2ccccn2)cc1 (centres undefined)	5.6	-44.6	2.1	-3.1	-2.7	1.5	2.5	-2.2	-1.2	5.5	-7.9
CC(=O)N1CCN(C(=O)c2cc(S(=O)(=O)N(C)Cc3ccccc3)ccc2Cl)CC1	nt	-6.9	-1.9	0.4	-1.7	-1.9	0.3	-7.5	-15.6	-2.1	nt
CCOC(=O)N1CCN(c2c(NCc3ccc(Cl)cc3)c(=O)c2=O)CC1	12.3	-8.0	nt	-2.1	-0.6	-4.1	0.9	-2.7	-14.6	-4.2	-17.8

No new results follow: four of the compounds above.
SMILES	Mot1-301 SUMO	Cardiac RTF inh	NSD2 inh	CDK5 inh	C-LANA FP	Rtt109 Vps75	Keap1-Nrf2 PPI	RTF Ca sens act	PvdQ inh	dFosB act	PfHsp90 yeast 2
CCc1nc(SCc2ccc(C(=O)OC)o2)c2c(=O)n(C)c(=O)n(C)c2n1	-6.0	-3.3	nt	0.3	2.2	-1.2	-5.1	0.8	-7.7	-7.8	-21.7
Cc1cc2c(cc1S(=O)(=O)N1CCN(c3ccc(Cl)cc3)CC1)OCCN2C	-3.0	2.5	nt	-0.2	-2.1	-5.3	-2.1	-0.5	0.8	-7.2	-35.0
Cc1c(C(=O)OCC(=O)N2CCCC2)cccc1[N+](=O)[O-]	-3.1	1.6	-1.0	0.9	-1.0	-1.1	-2.3	-6.9	-7.2	3.9	-38.4
Cc1cc(C)n2c(SCc3ccccc3Cl)nnc2n1	122.0	0.3	-3.3	0.0	-0.5	-1.6	-0.3	3.0	-2.7	-14.8	-8.5

Carrying on:
SMILES	Mot1-301 SUMO	Cardiac RTF inh	NSD2 inh	CDK5 inh	C-LANA FP	Rtt109 Vps75	Keap1-Nrf2 PPI	RTF Ca sens act	PvdQ inh	dFosB act	PfHsp90 yeast 2
Cc1cccc(N(C(=O)c2csnn2)C(C(=O)NC2CCCCC2)c2ccccn2)c1C (centres undefined)	-6.5	-0.1	-3.8	0.2	0.0	0.1	-1.1	-1.0	13.2	-4.7	12.9
CCOc1ccc(Br)cc1C(=O)N/N=C/c1ccc([N+](=O)[O-])cc1	-5.1	4.7	0.7	-0.1	1.5	-1.4	-1.3	-1.9	-2.7	1.3	13.6
CCCCc1c(C)nc2ccc(OC)cc2c1SCCC(=O)O	21.4	-8.7	-3.3	-2.6	5.5	-1.2	-2.3	7.3	-22.5	-7.3	0.1
Cc1ccc(S(=O)(=O)N2CCCCC2)cc1NC(=O)CNc1ccc(C(F)(F)F)cc1	-17.8	0.3	-0.3	0.4	-0.3	3.4	-0.9	-0.4	0.9	-3.3	nt
COc1ccc(C(Cl)=C(c2ccc(OC)cc2)c2ccc(OC)cc2)cc1	-16.4	8.1	nt	-0.7	1.0	-1.4	-1.6	3.0	-6.3	-5.7	-4.6
CS(=O)(=O)N1CCC(C(=O)NCCc2ccccc2)CC1	10.7	-1.7	-1.2	0.4	-0.6	-18.1	2.4	4.6	-12.1	-5.4	-6.2
Cc1ccccc1Cn1ccc(NC(=O)c2nc3ncccn3n2)n1	-9.3	1.1	0.3	-0.8	-0.2	3.7	-1.0	-1.9	-12.5	-1.7	0.9
CCC(=O)Nc1cccc(-c2cn3cccc(C)c3n2)c1	17.8	nt	-0.3	-0.3	-1.9	-0.4	-2.5	nt	-17.4	-0.7	-0.2
Cn1c(N)c(N=O)c(=O)n(C)c1=O	-10.5	6.6	0.9	0.6	-2.3	-8.1	-1.6	2.7	-8.1	-3.4	-8.3
COC(=O)[C@]1(C)N[C@H](CN(C)S(=O)(=O)c2ccc(-c3ccccc3)cc2)[C@@H]2C(=O)N(Cc3ccccc3)C(=O)[C@@H]21	nt	-4.2	nt	-2.4	1.8	-1.0	-6.0	-1.2	-13.4	-6.8	-12.8
CCc1ccc(NC(=O)COn2nnc3ccc(S(=O)(=O)N(C)C)cc32)cc1	-2.6	-11.2	1.2	1.0	0.6	15.6	2.9	2.4	-13.1	-6.4	nt
O=C(OCc1ccc([N+](=O)[O-])cc1)c1cc2ccccc2oc1=O	-7.2	-8.5	-0.3	-4.5	1.3	4.8	-6.3	8.2	8.8	-4.5	-18.6
CC1CCCN(S(=O)(=O)c2ccc(S(=O)(=O)N3CCCC3)cc2)C1 (centres undefined)	-10.1	-1.9	-0.5	-1.3	-0.1	-3.0	-4.7	-5.3	-13.5	-1.1	-3.9
CCOc1ccccc1Oc1cn[nH]c1-c1ccc(OC)cc1O	118.5	-0.1	10.9	-2.6	-0.6	5.2	-0.4	-2.4	-13.0	2.5	-34.3
Cc1cccc(NC(=O)c2ccc(NS(=O)(=O)c3cccc4cccnc34)cc2)c1	nt	-5.6	53.0*	0.2	3.0	1.4	0.5	-2.0	0.2	-3.4	-10.7
COC(=O)c1ccc(CNC(=O)Cn2nnnc2CN(C)C(C)C)cc1	-15.1	9.5	-2.3	0.6	-0.9	-7.4	-2.6	-6.3	3.4	-10.6	2.7
CCCCn1nc(C(=O)NCc2ccccc2CN2CCCC2)c2ccccc2c1=O	5.2	-10.0	-0.2	-2.2	-0.3	3.5	-0.1	0.6	-14.4	-9.7	-15.4
N#Cc1cnn(-c2ccc(F)cc2)c1N	9.4	0.8	2.3	1.2	-0.6	13.0	-0.6	2.6	-2.1	-4.7	-26.7
Cc1nn(CCN)c(C)c1Cl	22.6	-1.0	-0.2	-0.4	0.5	-0.8	-0.1	2.1	0.9	0.8	16.2
CCOc1ccc(S(=O)(=O)N2CCN(S(=O)(=O)c3ccc(OCC)cc3)C(C)C2)cc1 (centres undefined)	3.1	0.8	-3.8	0.5	1.1	-9.7	0.5	-3.3	-4.5	8.0	-28.8
CCOC(=O)c1nn(-c2c(C)n(C)n(-c3ccccc3)c2=O)cc1O	-14.6	-12.8	3.4	-1.0	2.3	-1.0	1.2	-3.1	-11.0	2.7	14.1
O=C1C2CCCN2C(=O)N1CCCN1CCN(c2cccc(Br)c2)CC1 (centres undefined)	224.2	1.9	1.9	-0.6	-1.1	-3.2	-4.3	4.2	-11.5	-16.9	17.9
Cc1ccc(/C=N/N=C2\SCC(=O)N2CC2CC2)cc1	4.2	-9.0	-1.0	0.7	0.5	8.3	4.1	1.1	-5.7	3.4	1.0
COc1cccc2cc(/C(C)=N/NC(=O)c3ccco3)oc12	189.1	0.4	-1.2	-0.4	1.1	4.6	2.5	-5.4	2.8	-33.7	15.3
CC(C)n1cc(/C=C2/SC(=O)N(CC(=O)N3CCCC3)C2=O)c2ccccc21	-2.4	3.6	nt	-3.6	-1.6	-0.6	-5.1	3.5	-17.1	-5.7	3.3
O=C(O)CSc1c(-c2cccs2)[nH]c2ccccc12	0.5	4.1	-2.9	-4.0	2.0	-8.1	-0.8	-0.3	-19.2	5.6	-15.1
